ERK EGF inh – inhibitors of EGF-stimulated ERK signaling pathway | Potency, µM (highest dose often 11.5 µM), without a hit: at the highest dose activity change, negative = inhibition, usual class: inhibitors | 130,000 tested, 0.41% active | HEK293-V1b, EGF-stimulated phospho-ERK AlphaScreen; active = well fitted inhibition curve with a large enough effect; inconclusive = small, poorly fitted or top-dose-only effect, or effect the other way;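 note: plate controls were stimulated vehicle wells for no effect and unstimulated vehicle basal for full effect; nearly all actives have a fitted effect of over 55% in size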
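In this qHTS, HEK293 cells with stable type-1 vasopressin (V1b) receptor were exposed to compound at 37C for 30 min, stimulated 5 min with EGF at 25 nM, lysed, and probed for phospho-ERK by AlphaScreen.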
* marks the source's active call; other numbers are inactive results; ? = inconclusive; & = joins results of further samples; [ ] = another dose, or the depositor's remark. Potency is the fitted concentration of half-maximal effect.

The first two entries as a preview:
ERK EGF inh | Structure
-3% | O=c1c(-c2cccs2)nc2cncnc2n1C1CC1
-10% | OC1CCN(C(=S)Nc2ccc(Oc3ccccc3)cc2)CC1

All compounds of this part (from the top)
ERK EGF inh | Structure
-3% | O=c1c(-c2cccs2)nc2cncnc2n1C1CC1
-10% | OC1CCN(C(=S)Nc2ccc(Oc3ccccc3)cc2)CC1
-2% | COc1cc(C2=NC(CO)(CO)CO2)cc(OC)c1OC
-6% | CCOC(=O)C1CCN(C(=O)c2c(-c3ccccc3)noc2C)CC1
6% | O=C(NCc1nc2ccccc2[nH]1)c1c(F)c(F)c(F)c(F)c1F
-11% | O=C(COc1ccccc1)NNc1nc2c(F)cc(F)cc2s1
-3% | CCOC1=NN(c2ccccc2)C(=O)/C1=C\N(C)C
-6%[57.5 µM] | CCC(CC)NCCOC(=O)c1ccc([N+](=O)[O-])cc1
? | O=c1c2ccccc2nc(-c2ccc(Cl)cc2Cl)n1O
1%[57.5 µM] | COC(=O)n1c(=O)oc2ccc(S(=O)(=O)N3CCCCC3)cc21
-1% | CC(C)CNC(=S)NC(=O)c1ccccc1Cl
-1%[57.5 µM] | O=C(C1=NN[C@@H]2C(=O)N(c3cccc(C(F)(F)F)c3)C(=O)[C@H]12)c1cnccn1
2% | O=C(CSc1n[nH]c(-c2ccccc2)n1)Nc1ccc(Br)cn1
-10% | COc1ccc(C(=O)NCc2ccc3[nH]c(C)cc3c2)cc1OC
4% | CC1CCc2sc(NC(=S)NC(=O)c3ccccc3)c(C#N)c2C1 (stereo unspecified)
11% | Cc1ccc(S(=O)(=O)NNc2ccccc2)c(C)c1
-3% | O=C(Nc1ccc(Cl)c([N+](=O)[O-])c1)c1ccncc1
9% | Cc1cccc(C(=O)NC(=S)NNC(=O)c2ccccc2Cl)c1
1% | Cc1cc(NC(=O)CCC2CCCCC2)no1
4% | CCc1nnc(NS(=O)(=O)c2ccc(NC(=S)NC(=O)c3ccc(Br)cc3)cc2)s1
-5% | CC(=O)Nc1nonc1NC(=O)COc1ccccc1
5% | COc1ccnc(Oc2ccc(F)cc2)c1-c1ncn[nH]1
0% | O=C1C2CC=CCC2C(=O)N1c1ccc(NCCc2cccc(F)c2)c([N+](=O)[O-])c1 (stereo unspecified)
-5% | CCOc1cc(N2CCOCC2)c(OCC)cc1NC(=O)c1ccc(OCc2c(C)noc2C)c(OC)c1
-3% | c1ccc2c(-c3cc(C4CCNCC4)[nH]n3)cccc2c1
5% | O=C(NC1CCCC1)C1CCC(CNS(=O)(=O)c2cccs2)CC1 (stereo unspecified)
7% | CCn1c(CNc2ccc(Cl)cc2)nnc1SCC(=O)OC1CCCCC1
-6% | N/C(=N\OC(=O)Cc1ccccc1)c1cccc(Br)c1
-1%[57.5 µM] | O=C(Nc1ccc(S(=O)(=O)Nc2nccs2)cc1)c1cc(=O)[nH]c2ccccc12
-1% | Cc1ccc(C(=O)N2CCN(c3ncccn3)CC2)cc1S(=O)(=O)N1CCCCC1

Reprinted at random: 4 entries already listed
ERK EGF inh | Structure
-3% | c1ccc2c(-c3cc(C4CCNCC4)[nH]n3)cccc2c1
-1% | Cc1ccc(C(=O)N2CCN(c3ncccn3)CC2)cc1S(=O)(=O)N1CCCCC1
4% | CCc1nnc(NS(=O)(=O)c2ccc(NC(=S)NC(=O)c3ccc(Br)cc3)cc2)s1
9% | Cc1cccc(C(=O)NC(=S)NNC(=O)c2ccccc2Cl)c1

Quoted from the listing.
In ERK EGF inh, CCOC(=O)C1CCN(C(=O)c2c(-c3ccccc3)noc2C)CC1 shows -6%
In ERK EGF inh, O=C(C1=NN[C@@H]2C(=O)N(c3cccc(C(F)(F)F)c3)C(=O)[C@H]12)c1cnccn1 shows -1%[57.5 µM]

An excerpt of these results, field by field.
Cc1ccc(S(=O)(=O)NNc2ccccc2)c(C)c1
  ERK EGF inh: 11%

Cc1cc(NC(=O)CCC2CCCCC2)no1
  ERK EGF inh: 1%

COc1ccnc(Oc2ccc(F)cc2)c1-c1ncn[nH]1
  ERK EGF inh: 5%

N/C(=N\OC(=O)Cc1ccccc1)c1cccc(Br)c1
  ERK EGF inh: -6%

(next part)
ERK EGF inh | Structure
-3% | NNc1nc(-c2ccccc2)cs1
2%[57.5 µM] | O=C1CSCC(=O)N1c1ncc(C(F)(F)F)cc1Cl
6% | O=C(Cc1ccccc1)Nc1ccccc1C(=O)Nc1ccc(C(=O)O)cc1
2% | CC1CCc2ccccc2N1C(=N)N(C)C (stereo unspecified)
12%[57.5 µM] | O=C(CCC(=O)c1ccc(-c2ccccc2)cc1)Nc1cccnc1
9% | CN1CCc2cc(Cl)c(O)cc2C(c2ccccc2)C1 (stereo unspecified)
? | Cc1ncc([N+](=O)[O-])n1CC(C)O (stereo unspecified)
8% | CCN(CC)S(=O)(=O)c1ccc(N2CCOCC2)c(NC(=O)c2ccccc2)c1
-7% | Cc1nnc(SCC(=O)NC(=O)NC(C)(C)C)s1
9% | Cc1ccsc1C(=O)OCC(=O)Nc1ccc(Cl)cc1C(F)(F)F
-5% | Cc1ccc(C(=O)OCC(=O)NCc2cccs2)c(C)c1
-1%&4% | CN(C)C(=O)[C@@H]1C[C@H]1[C@@H](NC(=O)OCc1ccccc1)c1ccccc1
-6% | CCOC(=O)C1(CC2CCCCO2)CCN(C(=O)Nc2cccc(SC)c2)CC1 (stereo unspecified)
2% | O=c1c2ccccc2nnn1CSc1ccccc1
? | COC(=O)N/N=C/c1cc(Cl)c(OCc2ccccc2F)c(OC)c1
-2% | CN1CCN(C(=S)Nc2ccc(Cl)cc2)CC1
-13% | O=C(NCc1ccco1)/C(=C/c1ccco1)NC(=O)c1ccco1
3% | COc1ccc(/C=N/NC(=O)CCn2c3ccccc3c3ccccc32)cc1OC
3% | CC(C(=O)N1CCc2ccccc21)N1CCc2ccccc2C1 (stereo unspecified)
4% | Clc1ccc2nc(CSCc3ccccc3)cn2c1
13% | O=C(CSC1=NC(=O)C(c2ccccc2)C(=O)N1)Nc1ccccc1[N+](=O)[O-] (stereo unspecified)
-3% | OCCC1CN(Cc2nc3ccccc3[nH]2)CCN1C1CCCC1 (stereo unspecified)
5% | O=C(CSc1nnc(CNC(=O)c2ccco2)o1)Nc1nc2ccccc2s1
-4%[57.5 µM] | CC(C)C(=O)NC(=S)Nc1c(Cl)ccc2nsnc12
1%[57.5 µM] | COCCN(C(=O)CSc1nc2ccc(C)cc2[nH]1)c1c(N)n(Cc2ccccc2)c(=O)[nH]c1=O
2% | O=C(N/N=C/c1sc(=O)n(-c2ccccc2)c1Cl)c1ccccc1
2% | Cc1ccc(S(=O)(=O)CCC(=O)N2CCN(c3ccc(Cl)cc3)CC2)cc1
2% | COc1cccc(NC(=S)N(CCCN2CCN(C)CC2)Cc2ccco2)c1
3% | Cc1ccc(S(=O)(=O)N2CCN(C(=O)CSc3nnnn3C)CC2)c(C)c1
15%[57.5 µM] | CNn1cnc2ccsc2c1=O
21% | Cc1c(C)c(C)c(/C=[N+](/C)[O-])c(C)c1C
10% | COc1ccc2ccccc2c1/C=N/NC(=O)c1cccc(Br)c1
1%[57.5 µM] | C(=C\N1CCCCCC1)/c1nnnn1-c1ccc(-c2ccccc2)cc1
-7%[57.5 µM] | CC(C)c1ccc(/C=N/NC(=O)c2cc(-c3cccc([N+](=O)[O-])c3)n[nH]2)cc1
-2% | Cc1ccc(CNC(=O)CCCc2nc3ccccc3s2)cc1
1%[57.5 µM] | COc1ccc(-n2c(SCC(=O)Nc3ccccc3)nc(O)cc2=O)cc1
7% | COc1cc(/C=C2\SC(=N)N(c3ccc(F)cc3)C2=O)ccc1O
-4% | CCOc1ccccc1/C=N/NC(=O)CNC(=O)c1ccc(S(=O)(=O)N2CCOCC2)cc1
-3% | COc1ccc(N(CC(=O)NCCSc2ccccc2)S(C)(=O)=O)cc1
-11%[57.5 µM] | COc1ccccc1N1CCN(C(=O)Nc2ccc(F)c(Cl)c2)CC1
-2% | CCOc1ccc(/C=C2\SC(=S)N(N3C(=O)C4CC4C3=O)C2=O)cc1 (stereo unspecified)
? | C[c-]1[c-](C)[c-](C)[c-](C)[c-]1C.[Fe].c1cc2nccc(N3CCCC3)[c-]2c1 (stereo unspecified)
-18%[57.5 µM] | CC1=NN(c2cccc(Cl)c2)C(=O)C1
? | Cc1ccc(-n2nc(-c3ccccc3)cc2Nc2ccccc2N)cc1
-4% | O=C(Nc1ccc(F)cc1)N(Cc1cccs1)Cc1cc2cc3c(cc2[nH]c1=O)OCO3
-2% | COc1cc(/C=N/NC(=O)c2cccnc2)ccc1OC(=O)c1ccc([N+](=O)[O-])cc1
2% | Nc1ccc(Cl)c(S(=O)(=O)Nc2cccc(Cl)c2)c1
2% | Cc1ccc(-c2cc(-c3ccccc3)no2)c(O)c1
-16%[57.5 µM] | Cc1cc2c([nH]c3ccccc32)c2c1OC(C)(C)C=C2
5% | CO/N=C(\Cn1ncc(N2CCOCC2)c(Br)c1=O)c1ccc(Cl)cc1
3% | CCOc1ccc(C(CC(=O)O)NC(=O)C23CC4CC(CC(C4)C2)C3)cc1 (stereo unspecified)
31% | CCOc1cccc2sc(N(CCCN(C)C)C(=O)Cc3ccccc3)nc12
5% | CCCCCCCN(C(=O)CCl)c1cccc(C)c1
-6% | CCOc1ccc(C(C)NC(=O)Cc2ccccc2)cc1OCC (stereo unspecified)
0%[57.5 µM] | Cc1cccc(-c2ncc(S(=O)(=O)C(C)(C)C)c(N)n2)c1
-11% | CCOC(=O)c1sc(NC(=O)CSc2n[nH]c(C)n2)nc1C
1% | O=C(NC1CCCCCCC1)C1c2ccccc2C(=O)N1Cc1cccs1 (stereo unspecified)
4% | O=C(Cc1ccccc1)Nc1ccccc1Oc1ccccc1
5% | COCCCNC(=O)CSc1nc2c(sc3ccccc32)c(=O)n1CCCC(=O)NCC1CCCO1 (stereo unspecified)
? | Cc1ccc2nc(-c3ccncc3)cc(C(=O)Nc3ccc(OC(F)F)cc3)c2c1

The results go on.
ERK EGF inh | Structure
-7%[57.5 µM] | O=C(CNC(=O)C(c1ccccc1)c1ccccc1)N/N=C/c1cccnc1
-3% | Cc1cccc(/C=N/n2c(-c3cc(-c4ccccc4)n[nH]3)n[nH]c2=S)c1
7%[57.5 µM] | CC1CN(c2ccc(S(=O)(=O)N3CCCC3)cn2)CC(C)O1 (stereo unspecified)
-2% | O=C1C(=O)c2ccccc2C(O)=C1C1CCC(c2ccc(Cl)cc2)CC1 (stereo unspecified)
6% | Fc1ccc(-c2csc3ncnc(N4CCc5ccccc5C4)c23)cc1
3%[57.5 µM] | O=S(=O)(Nc1nc2ccccc2nc1NCC1CCCO1)c1ccccc1 (stereo unspecified)
-13% | COCOc1cc(OC)ccc1C(=O)/C=C/c1ccc([N+](=O)[O-])cc1
6% | CCOc1ccc(N=C(NC#N)SCC)cc1
19% | COc1ccc(-n2cc(CNCCc3cnc[nH]3)c(-c3cccc(F)c3)n2)cc1
-5% | Cc1ccc(C2(CCNS(=O)(=O)c3ccc(C)cc3)CCOC(C(C)C)C2)cc1 (stereo unspecified)
2% | CC(c1cccs1)N(Cc1ccco1)C(=S)Nc1ccc(F)c(Cl)c1 (stereo unspecified)
-8% | O=C1CCC/C(=N/NC(=O)c2ccc(CN3c4cccc5cccc(c45)S3(=O)=O)cc2)C1
1% | Cc1nnn(C23CC4CC(CC(CC(=O)Nc5ccc(C)c(Cl)c5)(C4)C2)C3)n1
10% | COC(=O)c1ccccc1NC(=O)C12CC3CC(C1)CC(n1cnc(Cl)n1)(C3)C2
-2% | Cc1ccc(/C=N/NC(=O)c2ccccn2)o1
2% | CCC1(C(=O)c2ccccc2)C(c2ccc([N+](=O)[O-])cc2)C1(C(=O)OC)C(=O)OC (stereo unspecified)
-17%[57.5 µM] | Cc1c2cnn(-c3ccccc3)c(=O)c2c(C)n1CCCC(=O)N1CCN(C2CCCCC2)CC1
? | Fc1ccc(NC(=S)Nc2ccc(Br)cc2)cc1
4%[57.5 µM] | O=C(C1CCCN1C(=O)c1cccs1)N1CCN(Cc2ccc3c(c2)OCO3)CC1 (stereo unspecified)
-43% | O=C(c1ccccn1)C1CCCN(Cc2cn[nH]c2-c2cc3ccccc3o2)C1 (stereo unspecified)
8% | O=C(O)c1ccccc1SC1CC(=O)N(C2CCCCC2)C1=O (stereo unspecified)
-20% | COCc1ccc(CN2CCC(CO)(CC3CCCCO3)CC2)o1 (stereo unspecified)
0% | CCOC(=O)c1c(C)oc2c1c(C=NCCO)c(O)c1ccccc12
-1% | COc1ccc(C/C(N)=N/OC(=O)c2ccco2)cc1OC
-16%[57.5 µM] | Cc1ccc(C)c(S(=O)(=O)N/N=C/c2ccc(N3CCOCC3)cc2)c1
11% | COc1ccc(/C=N/Nc2nc(N3CCCCC3)nc(N3CCCCC3)n2)cc1[N+](=O)[O-]
0% | Cc1ccc2c(Cl)cc(Cl)c(OCC(=O)O)c2n1
4% | CN(C)S(=O)(=O)c1cccc(NC(=O)COC(=O)c2ccc3c(c2)OCO3)c1
? | Oc1ccc(-c2nc(-c3ccc(F)cc3)c(-c3ccncc3)[nH]2)cc1
-4%[57.5 µM] | COc1ccc(CN(CC2CCC(C(=O)O)CC2)C(=S)Nc2cc(C)cc(C)c2)cc1 (stereo unspecified)
-1%[57.5 µM] | O=C(C1=C[C@@H](c2coc3ccccc3c2=O)C[C@@H](OCc2ccc(CO)cc2)O1)N1CCN(Cc2ccccc2)CC1
7% | CCC(=O)N/N=C/c1ccc(OS(=O)(=O)c2ccccc2)cc1
0%[57.5 µM] | CC(=O)Nc1nc(C)c(Oc2ccc(C)cc2)c(=O)[nH]1
-6% | O=C(N/N=C1\C2CN3CCN(C2)CC1(c1ccccc1)C3)c1ccc(F)cc1
-4% | CC(=O)Nc1ccc(Nc2nc(C)c([N+](=O)[O-])c(Nc3ccc(NC(C)=O)cc3)n2)cc1

From PubChem

Only part of the results is shown. The share of hits here may be higher or lower than overall.
